From PubChem
All columns: NCI-60 one-dose screen, growth in % after 48 h at 10 µM unless noted; 100 = growth as untreated, 0 = no growth, -100 = all killed.
MALME-3M = MALME-3M melanoma | 78,000 tested, 5.8% active
T-47D = T-47D breast cancer; 79,000 tested, 5% active; AID 1794792
UACC-62 = UACC-62 melanoma | 81,000 tested, 5.4% active | AID 1794756
BT-549 = BT-549 breast cancer | 78,000 tested, 4.4% active
HS 578T = HS 578T breast cancer. 78,000 tested, 4.1% active. AID 1794788
UACC-257 = UACC-257 melanoma; 78,000 tested, 4.4% active; AID 1794764
SK-MEL-2 = SK-MEL-2 melanoma; AID 1794763; 77,000 tested, 4.7% active
LOX IMVI = LOX IMVI melanoma; 79,000 tested, 7.4% active
* = called active by the depositor; . = not tested or not shown; & = joins results of further samples. Rule for the calls: active = growth percent below 10; inactive = the rest. These rows are one share of the data, so the mix of outcomes need not match the whole.

cpd | canonical_smiles | MALME-3M | SK-MEL-2 | HS 578T | UACC-62 | LOX IMVI | UACC-257 | T-47D | BT-549
1 | O=C1NC(=O)C(=CCc2ccccc2)C(=O)N1 | . | 101 | 110 | 100 | 97 | 97 | 110 | 107
2 | Clc1cccc(C2COOC3(CCCCCC3)OOC3(CCCCCC3)OOC2)c1 | 105 | 94 | 99 | 102 | 104 | 95 | 105 | 99
3 | CCOC(=O)C1(c2ccccc2)CCN(CCc2ccc(NC(=O)CCC(=O)O)cc2)CC1 | 113 | 110 | 124 | 101 | 102 | 106 | 104 | 115
4 | CN(C)C1=NC(=O)C(c2ccccc2)O1 (centres undefined) | 101 | 103 | 113 | 99 | 103 | 121 | 112 | 111
5 | CCCCCCCC[N+]1(C)CCCC1c1cccnc1 (centres undefined) | 111 | 104 | 127 | 94 | 93 | 109 | 89 | .
6 | CC(C)(C)N1CC1C#N (centres undefined) | 103 | . | 104 | 104 | 101 | 105 | 89 | 103
7 | Cc1cc(CCl)c(C)cc1CCl | 83 | 70 | 82 | 61 | 28 | 62 | . | 69
8 | CCC(=O)c1ccc(OC)c(F)c1 | 100 | 99 | . | 109 | 97 | 103 | 106 | 108
9 | O=c1[nH]cnc2nc(-c3ccc(N(CCCl)CCCl)cc3)[nH]c12 | . | 45 | 100 | 13 | 14 | 72 | 59 | 89
10 | CC(=O)OCc1cc[c]([Hg][Cl])o1 | -40* | 65 | 57 | 48 | -50* | 53 | 18 | 14
11 | Nc1ncn[nH]1 | 110&109 | 106&123 | 95&102 | 103&96 | 102&103 | 96&106 | 100&107 | 103&112
12 | O=[N+]([O-])c1cccc(C(Cl)Cl)c1 | 94 | . | 110 | 96 | 104 | 112 | 104 | .
13 | O=C(NCc1ccc([N+](=O)[O-])cc1)Nc1cccc(S(=O)(=O)F)c1 | 94 | 102 | . | 90 | 92 | 90 | 97 | 102
14 | CCCCCCCN(CCCl)C1c2ccccc2-c2ccccc21 | 81 | 97 | 100 | 64 | 87 | 77 | 44 | 65
15 | O=c1oc2cc(Cl)ccc2n1SC(Cl)(Cl)Cl | 112 | 98 | 119 | 107 | 96 | 106 | 97 | 90
16 | N#[N+]c1nc2ncnc(N)c2[nH]1 | 104 | 104 | 97 | 97 | 95 | 95 | 98 | .
17 | N#Cc1c([N+](=O)[O-])no[n+]1[O-] | 94 | 91 | 95 | 91 | 91 | 93 | 84 | 121
18 | C=CCn1cc(C=C2C(=O)N(C)C(=O)N(C)C2=O)c2ccccc21 | 97 | 102 | 76 | 94 | 95 | 94 | 89 | 98
19 | Cc1cccc(OP(=O)(Oc2cccc(C)c2C)Oc2cccc(C)c2C)c1C | 87 | 110 | 105 | 83 | 90 | 87 | . | 101
20 | C=CCNP(=O)(OCC)OCC | 102 | 117 | 112 | 98 | 102 | 92 | 127 | 96
21 | COC1CC(CC2CCC(C)C(C(C)C(=O)O)O2)OC2(OC(C)(C3CCC(C)(C4OC(C5OC(O)(CO)C(C)CC5C)CC4C)O3)CC2C)C1C (centres undefined) | -96* | -61* | 14 | -99* | 11 | 7.3* | 16 | -53*
22 | CC(=O)O[C@@H]1CC[C@]2(C)[C@H]3CC[C@]4(C)[C@@H](OC(C)=O)CC[C@H]4[C@@H]3C[C@@H]3SC(c4cccc(C)c4)N[C@@]32C1 (some centres undefined) | 118 | 104 | 111 | 104 | 97 | 91 | 82 | 119
23 | CCCC1OP(=O)(N2CC(C)N(P3(=O)OCC(CC)C(CCC)O3)CC2C)OCC1CC (centres undefined) | 137 | 95 | 110 | 114 | 102 | 102 | 99 | 113
24 | Cc1cc(Br)c(O)c(Br)c1 | . | 102 | 110 | 106 | 101 | 110 | 131 | 97
25 | C=COC(=O)CCN1CC1 | 112 | 115 | 104 | 98 | 100 | 105 | 106 | 110
26 | CC1=C2[C@@H](CC1)[C@]1(C)O[C@@](C3CC3)(C[C@H]1O)[C@H]2OC(=O)/C=C/c1ccccc1 | 99 | 97 | 94 | 90 | 96 | 91 | 70 | 99
27 | C[C@@H]1CC[C@H]2[C@@H](C)C(=O)O[C@@H]3O[C@@]4(C)CC[C@@H]1[C@]32OO4 | . | 100 | 100 | 85 | 79 | 97 | 88 | 93
28 | COc1ccc(OC)c(/C=C/C(=O)c2nc3ccccc3n2Cc2ccc(F)cc2)c1 | -37* | -28* | . | -58* | . | 15 | 10 | -58*
29 | CN1CCCC1c1ccc(=O)[nH]c1 (centres undefined) | . | 104 | 108 | 99 | . | 90 | 94 | 105
30 | CCOC(=O)c1ccc(N(CCOS(C)(=O)=O)CCOS(C)(=O)=O)cc1C | 96 | 95 | 82 | 68 | 73 | 74 | 71 | 86
31 | CCC1([N+](=O)[O-])COP(N)(=O)OC1 (centres undefined) | 116 | 111 | 101 | 102 | 97 | 102 | 98 | 104
32 | CC[C@@H](C)[C@@H]1NC(=O)C(NC(=O)C(CC(C)C)N(C)C(=O)C2CCCN2C(=O)C(C)O)C(C)OC(=O)C(Cc2ccc(OC)cc2)N(C)C(=O)C2CCCN2C(=O)C(CC(C)C)NC(=O)C(C)C(=O)C(C(C)C)OC(=O)C[C@H]1O (some centres undefined) | -87* | -52* | . | -69* | -70* | -51* | -33* | -74*
33 | C=CC(C#N)OC(C)=O (centres undefined) | 98 | 110 | 111 | 102 | 99 | 100 | 102 | 92
34 | O=[N+]([O-])c1ccc2scc3c4ccccc4nc-3c2c1 | -45* | -63* | -2.1* | -61* | -87* | -60* | -24* | 23
35 | CCC(=O)c1ccc(OC)c(OC)c1 | 97 | 107 | 107 | 107 | 100 | 94 | 88 | 102
36 | N#CC(C#N)=Cc1ccccc1[N+](=O)[O-] | 109&102 | 101&95 | 95&104 | 96&93 | 93&93 | 111&107 | 93&101 | 102&91
37 | C/C=C\C(=O)O[C@@H]1CC2O[C@@H]3C=C(C)C(=O)C[C@]3(C)[C@]1(C)[C@]21CO1 | -23* | -43* | -3.0* | -27* | -56* | . | -24* | -23*
38 | Nc1cc(N)nc(N)n1 | 95 | 112 | 105 | . | 93 | . | 98 | 101
39 | CC1C(C)N1C1=C(Cl)C(=O)c2ccccc2C1=O (centres undefined) | 90 | 105 | 81 | 84 | 67 | 85 | 90 | 99
40 | Oc1ccc(Cl)cc1 | 104&102 | 102&99 | 116 | 96 | 95&101 | 91&105 | 92&101 | 102&100
41 | O=[N+]([O-])c1ccc(O)c([N+](=O)[O-])c1 | 114&88 | 88&86 | 109&104 | 95&106 | 92&91 | 102&108 | 97&91 | 99&92
42 | N#Cc1ccc(NC(=O)c2cc(-c3ccc(F)cc3F)ccc2O)cc1C(F)(F)F | 90 | 101 | 94 | 85 | 94 | 116 | 87 | 120
43 | N#Cc1ccc(CCl)cc1 | 111 | . | 103 | 93 | 105 | 104 | 105 | .
44 | COc1ccc(CC(C)=O)cc1 | 107&96 | 104&87 | 102&112 | 95&98 | 104&93 | 102&95 | 101&85 | 113&93
45 | O=[N+]([O-])c1cccc(SC(Cl)(Cl)Cl)c1 | 98 | 89 | 96 | 100 | 98 | 97 | 96 | 97
46 | C[N+]1(CC#CC[N+]2(C)CCCC2)CCCC1 | 99 | 98 | 107 | 100 | 94 | 105 | 108 | 101
47 | CN(C)CCc1ccc([N+](=O)[O-])cc1 | 100 | 101 | 103 | 100 | 98 | 103 | 101 | 109
48 | O=C1NC(=O)C(Cc2ccccc2)C(=O)N1 | 105 | 106&101 | 110&100 | 105&105 | 101&97 | 105&102 | 104&112 | 98&113
49 | O=C(CCc1ccco1)NC1CCN(CC2(c3ccc(Cl)cc3)CCC2)CC1 | -18* | -24* | 29 | 17 | . | -4.4* | 15 | 12
50 | O=C(O)C1C2c3ccccc3C(=O)C1(C(=O)O)c1ccccc12 (centres undefined) | . | 96 | 106 | 90 | 103 | . | 113 | 105
51 | ClCCN(CCCl)c1nc(Cl)c(C2CC(c3ccc(Br)cc3)=NN2c2cc(Cl)cc(Cl)c2)s1 (centres undefined) | 123 | 105 | 90 | 83 | 103 | 91 | 97 | 105
52 | C=CC[Se]C(=O)c1cncc(C(=O)[Se]CC=C)c1 | -67* | -54* | . | -62* | . | -75* | -42* | -95*
53 | CN(C)P(CCP(C)C)N(C)C | 98 | 107 | 95 | 102 | 103 | 99 | 108 | 118
54 | O=C(O)c1c(Cl)c(Cl)c(Cl)c(Cl)c1C(=O)O | 116 | 121 | 109 | 107 | 97 | 105 | 105 | 106
55 | O=c1c2ccccc2c2c3n1CCCNC3CCC2 (centres undefined) | 95 | 143 | 95 | 98 | 100 | 106 | 104 | 101
56 | Clc1ccc(COC(Cn2ccnc2)c2ccc(Cl)cc2Cl)cc1 (centres undefined) | 43 | 69 | 69 | 53 | 32 | 62 | 48 | 56
57 | O=C(CN1CCCCC1)c1ccccc1 | 113 | 116 | . | 93 | 102 | 103 | 108 | .
58 | NP(=O)(Oc1c2occc2cc2ccc(=O)oc12)N(CCCl)CCCl (centres undefined) | 95 | 119 | 24 | 95 | 89 | 103 | 96 | 205
59 | Cc1cc(Cl)ccc1S(=O)(=O)F | 92 | 86 | 111 | 99 | 94 | 62 | 98 | 107
60 | CNP1(NC)=NP(NC)(NC)=NP(c2ccccc2)(c2ccccc2)=N1 | 96 | 94 | 102 | 101 | 101 | 83 | 96 | 97

(cont.)
cpd | canonical_smiles | MALME-3M | SK-MEL-2 | HS 578T | UACC-62 | LOX IMVI | UACC-257 | T-47D | BT-549
61 | COCP(=O)(OC)OC | 104 | 118 | 95 | 100 | 69 | 94 | 110 | 104
62 | CS(=O)CCCCN=C=S (centres undefined) | 69 | 93 | 115 | 83 | 82 | 86 | 48 | 46
63 | ClCc1ccc(Cl)c(Cl)c1 | 83 | . | 103 | 98 | 104 | 98 | 106 | 104
64 | O=C1NC(=O)C(=Cc2ccccn2)C(=O)N1 | 100 | 102 | 100 | 93 | 89 | 103 | 95 | 103
65 | Nc1ccc(-c2nc3cc(F)ccc3[se]2)cc1F | 102 | 98 | 103 | 72 | 88 | 98 | 15 | 68
66 | CP(C)(=S)P(C)(C)=S | 103 | 106 | 104 | 89 | 97 | 96 | 93 | 93
67 | CCOc1cc(C=C(C#N)C#N)cc(Br)c1O | 106 | 102 | 107 | 105 | 97 | 107 | 99 | 99
68 | O=C(/C=C/c1ccccc1)c1nc2ccccc2n1Cc1ccc(Br)cc1 | -65* | -51* | . | -94* | . | -51* | -31* | -70*
69 | CC1CCN(C(Cc2ccccc2)c2ccccc2)CC1 (centres undefined) | 86 | 69 | 108 | 93 | 86 | 94 | 36 | 49

Part of the list above in a different format.
Below each SMILES – MALME-3M, SK-MEL-2, HS 578T, UACC-62, LOX IMVI, UACC-257, T-47D, BT-549
20: C=CCNP(=O)(OCC)OCC
  102, 117, 112, 98, 102, 92, 127, 96
21: COC1CC(CC2CCC(C)C(C(C)C(=O)O)O2)OC2(OC(C)(C3CCC(C)(C4OC(C5OC(O)(CO)C(C)CC5C)CC4C)O3)CC2C)C1C (centres undefined)
  -96*, -61*, 14, -99*, 11, 7.3*, 16, -53*
22: CC(=O)O[C@@H]1CC[C@]2(C)[C@H]3CC[C@]4(C)[C@@H](OC(C)=O)CC[C@H]4[C@@H]3C[C@@H]3SC(c4cccc(C)c4)N[C@@]32C1 (some centres undefined)
  118, 104, 111, 104, 97, 91, 82, 119
23: CCCC1OP(=O)(N2CC(C)N(P3(=O)OCC(CC)C(CCC)O3)CC2C)OCC1CC (centres undefined)
  137, 95, 110, 114, 102, 102, 99, 113
24: Cc1cc(Br)c(O)c(Br)c1
  ., 102, 110, 106, 101, 110, 131, 97
25: C=COC(=O)CCN1CC1
  112, 115, 104, 98, 100, 105, 106, 110
26: CC1=C2[C@@H](CC1)[C@]1(C)O[C@@](C3CC3)(C[C@H]1O)[C@H]2OC(=O)/C=C/c1ccccc1
  99, 97, 94, 90, 96, 91, 70, 99
27: C[C@@H]1CC[C@H]2[C@@H](C)C(=O)O[C@@H]3O[C@@]4(C)CC[C@@H]1[C@]32OO4
  ., 100, 100, 85, 79, 97, 88, 93
28: COc1ccc(OC)c(/C=C/C(=O)c2nc3ccccc3n2Cc2ccc(F)cc2)c1
  -37*, -28*, ., -58*, ., 15, 10, -58*
29: CN1CCCC1c1ccc(=O)[nH]c1 (centres undefined)
  ., 104, 108, 99, ., 90, 94, 105
30: CCOC(=O)c1ccc(N(CCOS(C)(=O)=O)CCOS(C)(=O)=O)cc1C
  96, 95, 82, 68, 73, 74, 71, 86
31: CCC1([N+](=O)[O-])COP(N)(=O)OC1 (centres undefined)
  116, 111, 101, 102, 97, 102, 98, 104
32: CC[C@@H](C)[C@@H]1NC(=O)C(NC(=O)C(CC(C)C)N(C)C(=O)C2CCCN2C(=O)C(C)O)C(C)OC(=O)C(Cc2ccc(OC)cc2)N(C)C(=O)C2CCCN2C(=O)C(CC(C)C)NC(=O)C(C)C(=O)C(C(C)C)OC(=O)C[C@H]1O (some centres undefined)
  -87*, -52*, ., -69*, -70*, -51*, -33*, -74*
33: C=CC(C#N)OC(C)=O (centres undefined)
  98, 110, 111, 102, 99, 100, 102, 92
34: O=[N+]([O-])c1ccc2scc3c4ccccc4nc-3c2c1
  -45*, -63*, -2.1*, -61*, -87*, -60*, -24*, 23
35: CCC(=O)c1ccc(OC)c(OC)c1
  97, 107, 107, 107, 100, 94, 88, 102
36: N#CC(C#N)=Cc1ccccc1[N+](=O)[O-]
  109&102, 101&95, 95&104, 96&93, 93&93, 111&107, 93&101, 102&91
37: C/C=C\C(=O)O[C@@H]1CC2O[C@@H]3C=C(C)C(=O)C[C@]3(C)[C@]1(C)[C@]21CO1
  -23*, -43*, -3.0*, -27*, -56*, ., -24*, -23*
38: Nc1cc(N)nc(N)n1
  95, 112, 105, ., 93, ., 98, 101
39: CC1C(C)N1C1=C(Cl)C(=O)c2ccccc2C1=O (centres undefined)
  90, 105, 81, 84, 67, 85, 90, 99

Record cards, as listed above. Order of screens: MALME-3M, SK-MEL-2, HS 578T, UACC-62, LOX IMVI, UACC-257, T-47D, BT-549
CS(=O)CCCCN=C=S (centres undefined) in the list: 69, 93, 115, 83, 82, 86, 48, 46
CC1CCN(C(Cc2ccccc2)c2ccccc2)CC1 (centres undefined) in the list: 86, 69, 108, 93, 86, 94, 36, 49
